S3 lipid droplet – qHTS Assay for Lipid Storage Modulators in Drosophila S3 Cells; Drosophila S3 cells, BODIPY lipid droplet fluorescence, 18-24 h; cells fed with added oleic acid; Potency in µM for hits, for the others lipid storage change, negative = inhibition, % at the top dose, mostly 46.1 µM; 320,000 tested, 0.64% active; AID 2685; active means well fitted inhibition curve with a large enough effect in the signal ratio, with a control signal flat, not every such curve was filed as active; inconclusive means small, poorly fitted or top-dose-only effect, or effect the other way, or a change in a side signal; the % refers to the signal ratio
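Drosophila S3 cells got compounds at several concentrations plus oleic acid (400 uM solution). Laser-scanning cytometry with 488 nm excitation read lipid droplets at 500-530 nm and cells at 575-640 nm. Percent activity was relative to 20 uM Triacsin C.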
S3 lipid droplet cell count max – recorded beside S3 lipid droplet, whose call it bears; cell number change, %; measured here: cell count max response;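 cells counted by Cell Tracker Red CMTPX staining in the red channel; peak over a dose series mostly up to 46.1 µM; percent activity relative to internal control wells on each plate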
Numbers without * were called inactive; i = inactive; ? = inconclusive; · = no result given. On the % scale 0 is the no-effect control and ±100 the full control effect; potency means the concentration at half of the fitted maximal effect.

S3 lipid droplet | S3 lipid droplet cell count max | smiles
? | · | CCOC(=O)N1CCN(Cc2nc3cc(NC(=O)CC(C)C)ccc3n2C)CC1
0% | -1 | Cc1[nH]nc(SCC(=O)NCc2ccccc2)c1[N+](=O)[O-]
14% | -10 | O=C(Nc1ccccc1[N+](=O)[O-])C1(c2ccccc2)CCOCC1
i | · | Cc1ccc(Cn2c(C)nc3c(c2=O)c2nc4ccccc4nc2n3Cc2ccco2)cc1
? | · | CC1CCCC2(C1)NC(=S)c1c(sc3c1CCCC3)N2 (configuration not stated)
? | · | NC(=O)c1c(NC(=O)Cn2nc(C(=O)O)c3ccccc3c2=O)sc2c1CCCC2
16% | -1 | O=S(=O)(NCc1ccc(Cl)cc1Cl)c1ccc(N2CCOCC2)nc1
? | · | O=C(Nc1ccc(Cl)cn1)c1cccc2ccccc12
-6% | 6 | Cc1c(Cl)c([N+](=O)[O-])nn1CC(=O)N1CCN(Cc2ccccc2)CC1
? | · | CN1CCN(C(=O)CN(C2CCCCC2)S(=O)(=O)c2ccccc2)CC1
0% | 10 | O=C(NCc1ccccn1)c1nc(Cn2ccc([N+](=O)[O-])n2)no1
4% | 0 | COc1cc(-c2nn3c(-c4ccco4)nnc3s2)cc(OC)c1OC
i | -1 | Nn1c(-c2ccccc2)cc(-c2ccccc2)cc1=O
? | · | COCCn1nnnc1C(c1cc2cc(C)cc(C)c2[nH]c1=O)N1CCN(c2ccccc2F)CC1 (configuration not stated)
? | · | Cc1ccc(S(=O)(=O)N2CCCC2)cc1C(=O)NCc1ccccc1CN1CCCC1

An excerpt of these results, as tab-separated lines:
molecule	S3 lipid droplet	S3 lipid droplet cell count max
Nn1c(-c2ccccc2)cc(-c2ccccc2)cc1=O	i	-1
COCCn1nnnc1C(c1cc2cc(C)cc(C)c2[nH]c1=O)N1CCN(c2ccccc2F)CC1 (configuration not stated)	?	·

Other compounds:
S3 lipid droplet | S3 lipid droplet cell count max | smiles
? | · | CCOC(=O)c1cc(-c2ccc(C)o2)n[nH]1
1% | -6 | CCOCCCNC(=O)CNC(=S)N(Cc1ccc(C)cc1)Cc1ccco1
? | · | CCn1c(SCC(=O)Nc2ccc(N(C)C)cc2)nnc1-c1ccco1
2% | 8 | CCS(=O)(=O)N1CCN(c2ccc(S(=O)(=O)N3CCOCC3)cc2)CC1
-8% | 17 | Cc1cccc(C(=O)Nc2cccc3cccnc23)c1
? | · | O=C(COc1ccccc1)Nc1c(C(=O)N2CCC(N3CCCCC3)CC2)oc2ccccc12
? | · | CC(C)c1ccc(OCC(=O)NCc2ccccc2)cc1
15% | -2 | COc1ccc(N2CCN(C(=O)c3cc(=O)c4cc(Cl)ccc4o3)CC2)cc1
? | · | Cc1c(Cl)cccc1NC(=O)CSc1ncnc2c1cnn2CCO
? | · | COc1ccc(C(CC(=O)N2CCCCC2)NC(=O)C(F)(F)F)cc1 (configuration not stated)
i | -3 | CCc1c(C#N)c(SCCC(=O)Nc2ccc(C)cc2)nc2c1C(=O)CC(C)(C)C2
? | · | Cc1cccc(Cn2ccc(N)n2)c1
i | · | O=S(=O)(NCc1ccccc1)c1ccc2c(c1)OCCO2
? | · | N#Cc1c(-c2ccccc2F)cc(-c2cccnc2)nc1N
? | · | Cc1ccc(S(=O)(=O)Nc2ccccc2/C=N/c2nc3ccccc3n2C)cc1
11% | 3 | COc1cc(C(C(=O)NC(C)(C)C)N(Cc2ccccc2)C(=O)c2cnccn2)cc(OC)c1OC (configuration not stated)
? | · | C=CCNC(=O)COC(=O)c1cc(S(=O)(=O)N2CCOCC2)ccc1N1CCCCC1
? | · | COc1ccc(-c2csc(/C(C#N)=C(\O)CSc3nccn3C)n2)cc1OC
? | · | CCOc1ccccc1C(=O)Nc1cnn(Cc2ccc(F)cc2)c1
1% | 2 | CCOCCCNCC(O)c1ccccc1 (configuration not stated)
? | · | OC1(c2ccc(OC(F)F)cc2)CSC(=Nc2cccnc2)N1Cc1ccco1 (configuration not stated)
? | · | Nc1nc(Cl)cc(NCCc2ccccc2)n1
-1% | · | O=C(c1ccccc1F)N1CCCC(C(=O)N2CCN(c3ccccc3)CC2)C1 (configuration not stated)
? | · | CN(C)S(=O)(=O)c1cccc(NC(=S)NN=C(Cc2ccccc2)Cc2ccccc2)c1
? | · | Cc1nc(SCCOc2ccccc2)[nH]c(=O)c1Cc1ccccc1
? | · | Cn1c(NC(=O)c2ccco2)cc(=O)n(C)c1=O
-3% | 0 | O=S(=O)(c1ccc(Cl)cc1)n1nnc2ccccc21
2% | 2 | Cc1noc(C(F)(F)F)c1C(=O)NNC(=O)c1ccccc1
? | · | O=C(CN1CCCC1)NC12CC3CC(CC(C3)C1)C2
? | · | O=C1NCCCc2c1oc1ccc(O)cc21
-4% | 1 | CCc1ccccc1NC(=S)N(CCN1CCCCCC1)Cc1ccco1
14% | 27 | COc1ccc2c(c1OC)C(=O)N(c1ccccc1)C2=O
? | · | Cc1ccc(CC(C(=O)O)C(C)C(=O)Nc2ccc(F)cc2)cc1 (configuration not stated)
? | · | O=c1c(-c2nc3ccccc3s2)cccn1Cc1ccc(Cl)c(Cl)c1
? | · | Oc1ccccc1/C=C/c1noc(-c2ccccc2O)n1
? | · | COc1cc(CNCc2cc(OC)ccc2OC)cc(OC)c1
4% | 15 | CC(C)CCn1cnc2c(oc3nc4c(cc32)CCCC4)c1=O
5% | 8 | Cn1c2c(c3cc([N+](=O)[O-])ccc31)CCCC2
2% | -8 | CCC(=O)NCCC(c1ccco1)c1ccccc1OC (configuration not stated)
? | · | NS(=O)(=O)c1ccc(NC(=O)COc2ncnc3c2cnn3-c2ccccc2)cc1
-8% | -13 | CN1CCN(c2ccc(CNS(=O)(=O)Cc3ccc(Cl)cc3)cc2)CC1
i | · | c1ccc(CCc2nn3c(-c4ccncc4)nnc3s2)cc1
-1% | -10 | O=C(CCCNC(=O)c1ccc(Cl)cc1)Nc1ccc(S(=O)(=O)Nc2ncccn2)cc1
23% | -5 | CCN1CCN(C(=O)c2ccc3c(=O)n(Cc4ccccc4OC)c(=S)[nH]c3c2)CC1
? | · | CCOc1ccc(C(=O)Nc2cccc(NC(=O)c3cccs3)c2)cc1[N+](=O)[O-]

For reference, some entries already given:
S3 lipid droplet | S3 lipid droplet cell count max | smiles
4% | 15 | CC(C)CCn1cnc2c(oc3nc4c(cc32)CCCC4)c1=O
5% | 8 | Cn1c2c(c3cc([N+](=O)[O-])ccc31)CCCC2
2% | -8 | CCC(=O)NCCC(c1ccco1)c1ccccc1OC (configuration not stated)
? | · | NS(=O)(=O)c1ccc(NC(=O)COc2ncnc3c2cnn3-c2ccccc2)cc1

The results go on:
S3 lipid droplet | S3 lipid droplet cell count max | smiles
? | · | CC(C(=O)OCC(=O)Nc1ccc2c(c1)OCO2)N1C(=O)c2ccccc2C1=O (configuration not stated)
8% | 8 | CCOc1ccccc1NC(=O)CNS(=O)(=O)c1ccc2nc(C)sc2c1
10% | 21 | O=C(CN1CCN(c2ccc(O)cc2)CC1)Nc1cc(S(=O)(=O)N2CCCCC2)ccc1Cl
i | · | CCOC(=O)c1[nH]c2c(c1C)C(=O)CC(c1ccco1)C2 (configuration not stated)
? | · | O=C1Nc2ccc(C(F)(F)F)cc2N2CCCC12 (configuration not stated)
5% | 7 | S=c1[nH]c2ccccc2c2ccccc12
9% | -8 | O=C(Nc1ccc2c(c1)OCO2)c1sc2cc(Cl)ccc2c1Cl
? | · | COc1cc(C2NC(=O)NC(C)=C2C(=O)NCc2ccccc2)c(Cl)cc1O (configuration not stated)
? | · | CC1=C(C)/C(=N\OS(=O)(=O)c2ccccc2)C=CC1=O
30% | 20 | N#Cc1ccccc1Sc1ccccc1N
0% | -1 | O=C(C1=C[C@@H](C2CCCCC2)C[C@@H](OCCCCO)O1)N1CCOCC1
? | · | O=C(c1ccc(Br)o1)N(Cc1ccccc1)c1ccccn1
? | · | COc1ccc(N/C(C)=C2/C(=O)C(=O)N(CCO)C2c2ccc([N+](=O)[O-])cc2)cc1 (configuration not stated)
? | · | O=C(O)c1cccc(COc2ccccc2Cl)c1
? | · | CCOC(=O)c1ccccc1NC(=O)c1cccnc1
? | · | CN(C)c1cccc(C(=O)OCC(=O)Nc2ccccc2-c2ccccc2)c1
? | · | CCn1c(SCC(=O)c2[nH]c(C)c(C(C)=O)c2C)nnc1-c1ccncc1
? | · | COCCn1c(=S)[nH]c2cc(C(=O)NCCc3ccc(OC)c(OC)c3)ccc2c1=O
? | · | Cn1c2c(c(=O)n(C)c1=O)C(c1ccccc1Cl)C(C#N)=C(N)O2 (configuration not stated)
? | · | COc1ccc2[nH]c(C(O)(Cc3cccnc3)Cc3cccnc3)cc2c1
? | · | CC1(C)CC(N(Cc2ccc(F)cc2)C(=O)c2ccc(F)cc2)CCO1 (configuration not stated)
-18% | 0 | O=C1NC[C@H](Cc2ccc(O)cc2)N(CC2CCCCC2)C1=O
-3% | 15 | CCOC(=O)CN1C(=O)c2ccccc2Sc2ncccc21
4% | 20 | O=C(C1=C(O)C(=O)N(CCCn2ccnc2)C1c1ccc(F)cc1)c1ccco1 (configuration not stated)
? | · | COc1ccccc1NC(=O)c1cnc(SC)nc1
1% | 7 | CC(=O)n1cc(/C=N/NC(N)=S)c2ccccc21
? | · | Cc1cccc2c1N1C(=O)c3c(C(=O)O)cccc3C1CC2C (configuration not stated)
8% | 13 | CC(C)C(=O)N1CCC2(CC1)Oc1ccc(F)cc1C(=O)C21CC(c2ccccc2)=NO1 (configuration not stated)
? | · | Cc1[nH]nc2c1C(c1ccc(-c3ccc(Cl)cc3)o1)C(C#N)=C(N)O2 (configuration not stated)
? | · | CCOc1ccc(CCNC(=O)Cn2nc(C)c3c(C)n(-c4ccccc4)nc3c2=O)cc1

Fetched by compound from above, 7 records:
S3 lipid droplet | S3 lipid droplet cell count max | smiles
? | · | COCCn1c(=S)[nH]c2cc(C(=O)NCCc3ccc(OC)c(OC)c3)ccc2c1=O
? | · | CN(C)c1cccc(C(=O)OCC(=O)Nc2ccccc2-c2ccccc2)c1
? | · | COc1ccc2[nH]c(C(O)(Cc3cccnc3)Cc3cccnc3)cc2c1
-18% | 0 | O=C1NC[C@H](Cc2ccc(O)cc2)N(CC2CCCCC2)C1=O
? | · | Cn1c2c(c(=O)n(C)c1=O)C(c1ccccc1Cl)C(C#N)=C(N)O2 (configuration not stated)
? | · | CCOc1ccc(CCNC(=O)Cn2nc(C)c3c(C)n(-c4ccccc4)nc3c2=O)cc1
4% | 20 | O=C(C1=C(O)C(=O)N(CCCn2ccnc2)C1c1ccc(F)cc1)c1ccco1 (configuration not stated)

Further results follow.
S3 lipid droplet | S3 lipid droplet cell count max | smiles
? | · | CN(CC(=O)Nc1ccc(F)cc1)C(=O)COC(=O)c1cccc(N(C)C)c1
? | · | Cc1cc(-c2csc3nc[nH]c(=S)c23)cc(C)c1C
? | · | COC(=O)CCCc1nc2ccccc2s1
0% | 19 | CC(C)c1ccc(NC(=O)N2CCCC2C(=O)Nc2ccc(-n3cnnn3)cc2)cc1 (configuration not stated)
? | · | Cc1noc(-c2ccc(Cl)cc2)c1C(=O)O/N=C(\N)c1ccc(C(C)(C)C)cc1
5% | 10 | COc1ccc(Cl)cc1C(=O)O/N=C(\N)c1ccncc1
? | · | Cc1ccc(O)c(/C=N/NC(=O)Cc2ccc(Cl)cc2)c1
4% | 5 | CN(C[C@H](Cc1ccccc1)N(C[C@H](c1ccccc1)N(CCc1ccccc1)N=O)N=O)N=O
? | · | COc1cc(/C=C/C(=O)OCC(=O)Nc2ccccc2Cl)cc(OC)c1OC
18% | 1 | Cc1cc(C)c2ccc(/C=N/O)nc2c1O
? | · | COc1ccc(C(C)=O)cc1CSc1nc2ccccc2o1
i | · | Cc1cc(C)n2nc(C(=O)OCC(=O)Nc3ccc4c(c3)OC(F)(F)O4)nc2n1
? | · | COc1ccc(C(=O)NC(=S)NCc2cccnc2)cc1[N+](=O)[O-]
? | · | CCOC(=O)c1c(NC(C)=O)sc2c(O)c(CN3CCN(CC)CC3)ccc12
? | · | O=C(CSCc1ccc([N+](=O)[O-])cc1)NC1CCCCCC1
? | · | COc1cc(OC)cc(-n2nnnc2SCC(=O)Nc2ccc(C(C)=O)cc2)c1
2% | 23 | COc1ccccc1Nc1nc(-c2c(C)[nH]c3ccccc23)cs1
20% | 27 | COc1cc(OC)cc(OC(=O)C2CCN(S(=O)(=O)c3ccc(OC)c(OC)c3)CC2)c1
-10% | -16 | COC(=O)c1ccc(N2CCN(C)CC2)c(NC(=O)c2ccc(Br)o2)c1
? | · | CCCC[n+]1c(-c2ccc(Cl)cc2Cl)csc1Nc1ccccc1
? | · | CNc1nc(C)c(C#N)cc1C(C)=O
i | 27 | Cc1ccn2c(=O)c(NC(=O)c3cccc4ccccc34)c(C)nc2c1
? | · | CCOC(=O)c1c(C)[nH]c(C)c1S(=O)(=O)N1CCOCC1
? | · | Cc1nnc(NCc2ccccc2)c2ccccc12
-2% | -4 | Cc1ccc(S(=O)(=O)N2CCN(c3ccccn3)CC2)cc1
-8% | 18 | CN(C(=O)c1ccccc1C(=O)OCC(=O)c1ccc(F)cc1)c1ccccc1
? | · | CCN1CC(CN(C)Cc2nc(-c3ccc(C(F)(F)F)cc3)no2)CC1=O (configuration not stated)
? | · | O=C(Nc1cccc(S(=O)(=O)N2CCOCC2)c1)c1c2c(nc3ccccc13)CCC2
1% | 12 | Cc1cccc(NC(=O)C2CC(=O)OC23CCCC3)c1 (configuration not stated)
12% | 1 | CNCC(O)Cn1c(C(F)(F)F)nc2ccccc21 (configuration not stated)
? | · | COc1cccc(NC(=O)COC(=O)c2c(C)noc2C)c1
-1% | 11 | Cc1ccc(C(=O)Cn2ncsc2=N)cc1
? | · | Nc1ncnc(Nc2cc(Cl)cc(Cl)c2)c1[N+](=O)[O-]
? | · | COc1cc2c(cc1OC)-c1cc(NC3CC3)nc(=O)n1CC2

Source: PubChem BioAssay (National Center for Advancing Translational Sciences (NCATS))

Only part of the results is shown. The share of hits here may be higher or lower than overall.
